# USP2a inh = USP2a (human) protease inhibition. O75604. USP2 core, Ub-CHOP2 coupled fluorogenic reporter, 485/531. Potency, µM (top dose mostly 38.3 µM), for the others: at the top dose activity change, negative = inhibition, hits mostly inhibitors. actives 0.01% (n = 330,000). AID 463254;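 also: potency is read from the fitted curve at half-maximal effect; plate controls were DMSO wells for no effect and full inhibition by NEM control for full effect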
#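 Deubiquitinase activity read as fluorescence (485/531 nm) after Ub-CHOP2 cleavage activates the enterokinase reporter on its substrate; USP2 core 10nM, Ub-CHOP2 and substrate 25nM each, 30min compound preincubation then 60min RT; data normalized to NEM, curves fitted.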
# Eya2 phos inh = blocks the phosphatase activity of human Eya2; O00167; recombinant Eya2, OMFP fluorescence dephosphorylation (OMFP is methylfluorescein phosphate); Potency, µM (highest dose often 76.9 µM), without a hit: top-dose activity, negative = inhibition, most hits filed as inhibitors; actives 0.006% (n = 330,000); AID 488837; also: potency is read from the fitted curve at half-maximal effect
# Target sequence (O00167 whole entry, looked up): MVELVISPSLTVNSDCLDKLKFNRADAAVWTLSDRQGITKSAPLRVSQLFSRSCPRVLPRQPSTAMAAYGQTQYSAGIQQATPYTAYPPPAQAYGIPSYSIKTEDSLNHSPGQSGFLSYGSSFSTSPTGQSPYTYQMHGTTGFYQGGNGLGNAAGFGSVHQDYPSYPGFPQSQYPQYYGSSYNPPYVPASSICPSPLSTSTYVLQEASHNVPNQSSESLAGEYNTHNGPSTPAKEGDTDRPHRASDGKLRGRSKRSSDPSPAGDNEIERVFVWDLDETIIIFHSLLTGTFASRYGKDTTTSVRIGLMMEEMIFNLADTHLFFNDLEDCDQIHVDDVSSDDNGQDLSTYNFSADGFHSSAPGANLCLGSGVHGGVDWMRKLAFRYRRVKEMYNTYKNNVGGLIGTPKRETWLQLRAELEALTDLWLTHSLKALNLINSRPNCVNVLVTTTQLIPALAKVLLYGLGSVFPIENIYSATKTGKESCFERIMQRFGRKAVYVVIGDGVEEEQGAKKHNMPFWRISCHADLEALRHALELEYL
#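 Eya2 protein (added as 0.2 uM solution) was preincubated with compound for 10 min at ambient temperature in 50 mM HEPES pH 7.5, 50 mM NaCl, 5 uM MgCl2, 0.05% BSA, 1 mM DTT. OMFP (added at 50 uM) then reacted 10 min; fluorescence read at 485/525 nm.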
# PKM2 activator = PKM2 (human) enzyme activation | purified PKM2, Kinase-Glo ATP luminescence, activation; response scale: 0% is enzyme alone, no compound | actives 0.34% (n = 260,000) | Potency, µM (top dose mostly 57.5 µM), for the others: at the top dose activation, usual class: activators | P14618; also: potency is read from the fitted curve at half-maximal effect; nearly all actives have a fitted effect of over 55% in size
#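 Purified hPK-M2 (>95% pure) converted ADP (0.1 mM final) to ATP with 0.5 mM PEP in 50 mM imidazole pH7.2, KCl, MgCl2, Tween 20, BSA; 1 h at room temperature. ATP detected by Kinase-Glo luminescence.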
# KCNH2 3.1 block = KCNH2 3.1 (human) potassium channel inhibition. U2OS KCNH2 3.1, thallium flux FluxOr; stronger effect = lower value. activity change, % (tested at about 1.8 µM). actives 0.95% (n = 340,000). AID 720553;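 active = maximum activity change below -70%; inconclusive = maximum activity change from -70% to -50%; inactive = maximum activity change above -50%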;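 also: thallium influx rate constant from kinetic fluorescence after stimulation buffer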
#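 Thallium flux read-out: FluxOr dye with Red40 quencher in HBSS/HEPES, 45 min at RT. Rate constants from kinetic reads were normalized to positive and negative DMSO controls. Cells: U2OS virally expressing the 3.1 isoform.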
# Giardia killer = kills Giardia lamblia. Giardia lamblia trophozoite viability. activity change, % at 7.66 µM, hits read low. actives 0.15% (n = 340,000). AID 540267; in the data active = activity change below about -80%; inconclusive = between about -30% and that limit;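 also: parasites exposed to compound for two days anaerobically before the ATP read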
#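 Trophozoite viability was measured as ATP-dependent luminescence, read 15-30 min after reagent addition. Before that, parasites at 100 cells/well were exposed to compounds for 48 h, anaerobically, at 37 deg C.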
# Chronic BCR inh = blocks chronic active B-cell receptor signaling; ABC-DLBCL IkBa-CBG/CBR reporter, luminescence ratio, 4 h; Potency, µM (doses to about 46.1 µM), without a hit: at the top dose ratio change, negative = lower green/red ratio, usual class: inhibitors; actives 0.05% (n = 340,000); active = well fitted inhibition curve with a large enough effect in the signal ratio, with a control signal flat, not every such curve was filed as active; inconclusive = small, poorly fitted or top-dose-only effect, or effect the other way, or a change in a side signal; the % refers to the signal ratio;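 also: potency is read from the fitted curve at half-maximal effect; plate controls were basal doxycycline-induced cells for no effect and cells given 10 µM MG132 for full effect; MG132 reads +100%, hits lower the ratio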
#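 Concentration-response series (up to 46 uM) were applied to TMD8 dual-reporter cells for 4 h at 37C with doxycycline. Green/red ratio, after filter-overlap correction, defined %Activity; red signal alone was normalised to basal cells and zero luminescence.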
# FBPA coupling cs = coupling enzyme interference in Giardia aldolase counter-screen; AID 2472; actives 0.67% (n = 290,000); activity change, negative = inhibition, % at 58.2 µM, hits read low; coupling enzyme system counterscreen, AmpLite Red fluorescence; in the data active = activity change below about -30%
#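 First, compound is pin-transferred into glyceraldehyde-3-phosphate coupling-enzyme reagent at 57.5 uM final and held 10 min at RT. Next, substrate, coupling system and AmpLite Red are added. After 20 min RT, fluorescence (525/598 nm) is read.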
# uPA surface inh = cell surface uPA generation inhibition; AID 540303; cell surface uPA generation assay, qHTS; actives 0.31% (n = 330,000); Potency, µM (doses to about 38.3 µM), for inactives: at the top dose activity change, negative = inhibition, most hits filed as inhibitors; active = well fitted inhibition curve with a large enough effect; inconclusive = small, poorly fitted or top-dose-only effect; inactive = no such curve, though single readings can be large or run the other way; tested in mouse RAW 264.7 cells; also: potency is read from the fitted curve at half-maximal effect; nearly all actives have a fitted effect of over 55% in size
# GALK inhibitor = galactokinase (human) inhibition | P51570 | Purified GALK, Kinase-Glo residual ATP luminescence | actives 0.007% (n = 270,000) | AID 1868 | Potency, µM (highest dose often 57.5 µM), inactives show top-dose activity change, negative = inhibition, most hits filed as inhibitors; also: potency is read from the fitted curve at half-maximal effect
#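 Kinase-Glo Plus luminescence measured ATP left after a 1 h room-temperature reaction. The reaction used 5 nM GALK, 100 uM galactose and 35 uM ATP at pH 8.0 (20 mM HEPES, 5 mM MgCl2, 60 mM NaCl, 1 mM DTT, 0.01% BSA).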
# KCNH2 WT inh = inhibitors of human wildtype KCNH2 potassium channel; U2OS, BacMam KCNH2, thallium flux FluxOr; stronger effect = lower value; activity change, % at 1.84 µM; actives 0.37% (n = 340,000); AID 720551;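 active = maximum activity change below -70%; inconclusive = maximum activity change between -70% and -50%; inactive = maximum activity change above -50%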
#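 U2OS cells transduced with wild-type KCNH2 virus are loaded with FluxOr dye for 45 min, and thallium flux is measured in kinetic reads before and after stimulation buffer. Rate constants are normalized to DMSO controls.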
# B2AR arrestin = beta2AR (human) beta-arrestin recruitment activity; P07550; beta-arrestin recruitment to beta2AR, cell-based reporter; Potency, µM (top dose mostly 46.1 µM), for inactives: top-dose activation, actives largely listed as activators; actives 0.02% (n = 330,000); AID 492947;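 also: potency is read from the fitted curve at half-maximal effect; 0% = DMSO controls and full agonism = EC100 isoproterenol or metaproterenol; nearly all actives have a fitted effect of over 65% in size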
# Target sequence (P07550 whole entry, looked up): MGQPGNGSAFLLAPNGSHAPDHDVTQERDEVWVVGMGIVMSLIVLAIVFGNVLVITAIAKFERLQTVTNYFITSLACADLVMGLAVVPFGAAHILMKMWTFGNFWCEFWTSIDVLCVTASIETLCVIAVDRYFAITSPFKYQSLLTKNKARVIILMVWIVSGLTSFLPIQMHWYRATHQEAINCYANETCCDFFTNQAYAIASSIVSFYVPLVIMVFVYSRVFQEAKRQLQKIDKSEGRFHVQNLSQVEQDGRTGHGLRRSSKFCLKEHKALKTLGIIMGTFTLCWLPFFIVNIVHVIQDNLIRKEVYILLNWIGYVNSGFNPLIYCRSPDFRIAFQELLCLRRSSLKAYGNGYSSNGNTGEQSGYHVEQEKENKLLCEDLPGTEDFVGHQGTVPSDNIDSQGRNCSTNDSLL
# An asterisk follows results filed as active; ? = inconclusive; . = no result given; [ ] = remark or other dose. Unless noted, calls follow the shape of the dose curve; as a rule, active = well fitted curve in the direction sought with a large enough effect; inconclusive = small, poorly fitted or top-dose-only effect, or another doubt; inactive = no such curve, though single readings can be large; an effect the other way counts as inactive or inconclusive. Unless noted, % is scaled to controls: 0 for no effect and ±100 for the full control effect.
# Order of values: B2AR arrestin, USP2a inh, PKM2 activator, GALK inhibitor, Eya2 phos inh, KCNH2 WT inh, uPA surface inh, KCNH2 3.1 block, Chronic BCR inh, Giardia killer, FBPA coupling cs
1: COc1ccc(N2CCN(C(C)C(=O)N3CCCC3)CC2)cc1 (stereo unspecified)
  -0.3%, 1%, -1%, 5%, -6%, 1, 1%, 10, 0%, 13, 4
2: CCOC(=O)c1sc(NC(=O)c2ccc(CC)s2)nc1C
  0.0%, 4%, 2%, 0%, -10%, -2, 0%, -5, ., 3, 2
3: OCCN(Cc1ccccc1)Cc1cccc(Cl)c1Cl
  0.1%, -12%, 0%, -2%, -2%, 2, 0%, 6, 7%, 4, -2
4: COc1ccccc1OCCc1nnc(N)s1
  0.1%, 1%, 2%, 0%, 10%, -43, ., -11, 0%, -9, 1
5: CC1(C)c2cc(Cl)ccc2-n2c1cc(O)c(-c1ccccc1)c2=O
  3.0%, -1%, -2%, ., -12%, -5, 4%, 6, -2%, 12, -1
6: Cc1nc2ccccc2n(CC(=O)Nc2cc(Cl)cc(Cl)c2)c1=O
  0.0%, -1%, 3%, 1%, ?, -4, 8%, -18, 3%, 10, 1
7: Cc1ccccc1C(=O)N1CCN(CCNC(=O)C(=O)Nc2ccc(Br)cc2)CC1
  4.5%, -1%, -1%, 3%, -1%, 17, 0%, -29, ?, -21, 1
8: CC(=O)/C(N=Nc1c(C)n(C)n(-c2ccccc2)c1=O)=C(\C)O
  0.3%, 7%, 4%, -1%, 1%, -1, 1%, 11, -2%, -1, -1
9: O=C(Cn1cc2c(n1)CCCCC2)NCc1ccccc1
  -1.1%, 0%, -1%, 3%, 5%, -2, 4%, 3, -8%, 4, 0
10: COC(=O)C1CCN(CC(=O)Nc2ccc(OC)c(Cl)c2)CC1
  -0.1%, 2%, 1%, -3%, 10%, -9, -3%, 1, ?, 8, 3
11: CNC(=O)c1[nH]cnc1C(=O)Nc1ccccc1OC
  -0.2%, -1%, 2%, -3%, -11%, 4, -8%, -11, ?, -5, 0
12: Cc1ccnc(NC2(C(F)(F)F)N=C3SCCN3C2=O)c1 (stereo unspecified)
  -0.3%, 2%, 1%, -2%, -6%, 1, 8%, -2, 3%, -4, 0
13: Nc1ccccc1C(=O)N/N=C1/C2CN3CCN(C2)CC1(Cc1ccccc1)C3
  0.1%, -2%, 3%, 0%, -9%, -3, 0%, 0, ?, -2, 4
14: O=C(CSc1nc(-c2ccc(F)cc2)cs1)N1CCc2ccccc21
  0.1%, 1%, -2%, -1%, 3%, 0, ., -16, ?, 10, 5
15: CC1(c2ccc3c(c2)OCCO3)NC(=O)N(CC(=O)Nc2c(F)cccc2F)C1=O (stereo unspecified)
  0.3%, 1%, ., ., -13%, 4, 13%, 17, -1%, -13, .
16: Cc1ccc(N2C(N)=C(C#N)C3(C(=O)N(C)c4ccccc43)C3=C2CC(C)(C)CC3=O)cc1Cl (stereo unspecified)
  -0.2%, -1%, 0%, 0%, -4%, -3, -1%, -2, 5%, ?, 0
17: COc1ccc(-c2c3c(=O)n(C)c(=O)n(C)c3cn2Cc2cccnc2)cc1
  0.2%, 1%, -1%, 5%, 18%, -4, 0%, -6, ?, 5, -1
18: Cc1ccc(C(=O)C(C)OC(=O)Cc2n[nH]c(=O)c3ccccc23)cc1C (stereo unspecified)
  -0.2%, 0%, ., ., -3%, 5, 2%, 7, ?, -8, .
19: O=C(NNS(=O)(=O)c1ccccc1)C1CCCCC1
  0.8%, 5%, ., 5%, 5%, 3, 6%, 3, 0%, -8, 1
20: O=C(O)CC(c1ccccc1)c1ccccc1
  -0.2%, 1%, -1%, 1%, 18%, 8, ., 1, 0%, -4, 3
21: Cc1cccc(C)c1NC(=O)CN(C)C(=O)CN1C(=O)NC2(CCCC2)C1=O
  0.2%, 0%, ., ., -19%, 19, 0%, 14, 1%, 9, .
22: CCC(=O)Nc1ccc(S(=O)(=O)N2CCCCC2)cc1OC
  -0.1%, 6%, 1%, 0%, 11%, 40, ., -16, 18%, 14, 3
23: Nc1nc(SCC(=O)NC2CCCC2)[nH]c(=O)c1-c1ccccc1
  0.5%, 4%, 3%, 0%, 14%, ., ., ., -3%, ., 1
24: CCNc1nc(Oc2ccc(=O)[nH]n2)nc(N2CCOCC2)n1
  -0.2%, 0%, 0%, 0%, -2%, 2, -6%, 7, -20%, -7, 1
25: Cn1c(=O)c(=O)n(C)c2cc(S(=O)(=O)N3CCCC3C(=O)Nc3ccc(F)cc3)ccc21 (stereo unspecified)
  0.2%, 2%, -16%, ., -4%, -17, 6%, 0, 14%, 6, -1
26: Oc1c(Br)cc(/C=N/Nc2nncc3ccccc23)cc1Br
  0.3%, 5%, ., 0%, 1%, -4, -5%, 1, 6%, -20, -1
27: COc1ccc(C(=O)N2CC(c3ccccc3)CC2=O)cc1 (stereo unspecified)
  -0.1%, -3%, -8%, 3%, 16%, -4, -2%, 2, ?, 3, -5
28: COc1cc2cc(C(=O)N/N=C/c3cccc(OC)c3OC)[nH]c2cc1OC
  -0.9%, 3%, ., 0%, -1%, -20, 5%, 1, -13%, 10, -2
29: CCS(=O)(=O)N1CCCC(C(=O)NCc2ccc3c(c2)OCO3)C1 (stereo unspecified)
  -1.2%, 2%, -1%, 2%, 13%, -1, 4%, 6, -2%, 0, 1
30: CC(=O)C1=C(C)OC(N)=C(C#N)C1c1cccc([N+](=O)[O-])c1 (stereo unspecified)
  0.4%, -4%, -8%, 6%, 4%, 7, -2%, -33, -3%, -16, -15
31: Cc1ccc(NC(=O)c2ccc(C#CC3(O)CCCCC3)cc2)cc1C
  -0.1%, 0%, 1%, -3%, -11%, 14, ., 5, 1%, -14, 1
32: COc1cc(C(=O)O)nc2ccccc12
  -0.5%, 0%, -4%, -1%, 8%, 3, 6%, 3, 5%, 19, 0
33: CCC(=O)NC(c1ccccc1)c1nc2ccccc2[nH]1 (stereo unspecified)
  0.2%, 2%, -19%, 2%, 0%, -1, -2%, 3, ?, 8, -1
34: O=C(O)C1Cn2c(nc3c(c2=O)C2(CCCC2)Cc2ccccc2-3)S1 (stereo unspecified)
  0.0%, -7%, 0%, 2%, 11%, 0, -3%, -19, -2%, 5, 18
35: C[C@H](NS(=O)(=O)c1ccc(Cl)cc1)C(=O)OCC(=O)c1ccc[nH]1
  -0.2%, 1%, -2%, -1%, -10%, -7, 7%, -6, 13%, -14, 0
36: COc1ccc([C@H]2CC(=O)C=C(c3cc(F)ccc3F)C2)cc1OC
  0.0%, 1%, ., ., -7%, -9, -19%, 2, 5%, 0, .
37: CN(C(=O)CN1C(=O)/C(=C/c2ccccc2F)SC1=S)C1CCS(=O)(=O)C1 (stereo unspecified)
  -0.1%, 1%, 7%, -6%, -6%, -7, -1%, -1, ?, 15, 3
38: Cc1ccc(NC(=O)CSCC(=O)N(C)CC(=O)Nc2ccccc2C(F)(F)F)cc1
  -1.9%, 1%, ., ., -4%, -10, -2%, -1, 0%, 4, .
39: COc1cccc(NC(=O)c2ccc3c(c2)CCN3S(C)(=O)=O)c1
  -0.3%, -1%, 0%[11.5 µM], -4%, 11%, 4, -3%, 6, ?, -16, -3
40: CCCn1c(N)c(N(CCOC)C(=O)c2cccc(C(F)(F)F)c2)c(=O)[nH]c1=O
  -0.5%, -1%, ., -2%, -1%, -3, 3%, -16, 1%, -9, -1
41: Cn1c(=O)oc2cc(S(=O)(=O)NCCC(=O)N3CC=C(c4ccccc4)CC3)ccc21
  -0.9%, -2%, 25%, 0%, 12%, -13, ., -26, 0%, 14, -15
42: Cc1oc(-c2ccc(Cl)cc2)nc1CSCC(=O)NCCCN1CCOCC1
  -1.0%, -2%, -5%, -1%, 0%, -6, ., -6, 1%, -16, 0
